PPARg SRC3 recr: PPARgamma-driven SRC-3 recruitment agonism. P37231. biochemical PPARgamma/SRC-3 coactivator recruitment assay. activation, % at 8 µM. 200,000 compounds, 0.26% hits; in the data active = activation above about 23%;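 note: 0% = DMSO and 100% = reference agonist; some compounds past the cut are filed as inactive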
bIAP act: intestinal alkaline phosphatase (bovine) activation. purified bovine IAP, CDP-star luminescence, 30 min; active compounds read high; fold of DMSO-control signal, blank-subtracted. activation factor at 20 µM. 200,000 compounds, 0.17% hits. AID 1016;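 active = activation factor of 2 or more at 20 µM, a signal rise over negative controls twice the positive control's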
L major viab: Leishmania major promastigote growth inhibition; Leishmania major promastigotes, resazurin fluorescence viability; inhibition, % at 10 µM; 200,000 compounds, 9% hits; AID 1063; in the data active = inhibition above about 50%;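 note: promastigotes grown with compound for 44 hours at 28 °C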
PPARg SRC-2 ag: PPARgamma-driven SRC-2 recruitment agonism | P37231 | 200,000 compounds, 0.34% hits | activation, % at 8 µM | AID 1032 | PPARgamma LBD-SRC-2 recruitment, biochemical; in the data active = activation above about 22%;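 note: 0% = vehicle and 100% = reference agonist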
TLR4 MyD88 comp: blocks binding of human TLR4 to MyD88 | HeLa CL3-4 TLR4/MyD88 BLA complementation, FRET ratio | inhibition, % at 8.4 µM | 200,000 compounds, 0.18% hits; in the data active = inhibition above about 25%;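 note: 0% = vehicle and 100% = reference inhibitor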
DTT redox prof: compounds producing H2O2 with reducing agent – biochemical, NIH compound library profiling, artefact control for MLSCN library redox annotation, primary screen. DTT-dependent redox cycling H2O2, phenol red/HRP absorbance; 100% = 100 µM peroxide control, 0% = buffer. activation, % at 10 µM. 200,000 compounds, 0.03% hits;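 active = activation of at least 50% relative to the plate's high and low controls in the primary single-dose screen; inactive = activation below 50%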;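 note: compound incubated with DTT at 0.8 mM final as the reducing agent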
S1P3 antagonist: S1P3 (human) receptor antagonism; CHO S1P3 NFAT-BLA reporter, FRET fluorescence, antagonist mode; inhibition, % at 4.98 µM; 170,000 compounds, 0.27% hits;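 active = inhibition above the plate cutoff, the mean inhibition of test wells on that plate plus 3 SD, cut at about 28% in these data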;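 note: cells challenged with S1P at its EC80 of 0.8 µM; blue over green emission ratio from cleaved BLA substrate after 4 h stimulation; 0% = S1P-stimulated wells and 100% = unstimulated DMSO-only wells; some compounds past the cut are filed as inactive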
Target sequence (Q99500 whole entry, looked up): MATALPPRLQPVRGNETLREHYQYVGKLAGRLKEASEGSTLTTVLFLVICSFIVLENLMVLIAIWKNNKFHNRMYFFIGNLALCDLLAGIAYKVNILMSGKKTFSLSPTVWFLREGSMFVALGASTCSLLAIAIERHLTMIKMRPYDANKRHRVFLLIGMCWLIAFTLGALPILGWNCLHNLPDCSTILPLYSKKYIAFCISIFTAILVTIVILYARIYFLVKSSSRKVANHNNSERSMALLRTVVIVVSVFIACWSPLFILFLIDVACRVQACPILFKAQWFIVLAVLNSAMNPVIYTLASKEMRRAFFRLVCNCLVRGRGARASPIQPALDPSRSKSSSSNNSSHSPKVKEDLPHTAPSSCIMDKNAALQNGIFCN
PPARg SRC1 recr: agonists of human PPARgamma SRC-1 coactivator recruitment. AID 631. P37231. activation, % at 8 µM. PPARgamma-SRC-1 coactivator recruitment biochemical assay. 200,000 compounds, 0.41% hits; in the data active = activation above about 19%;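 note: 0% = DMSO and 100% = reference agonist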
bIAP inh: intestinal alkaline phosphatase (bovine) inhibition; purified bovine IAP, CDP-star luminescence, 30 min; inhibition, % at 20 µM; 190,000 tested, under 10 active; AID 1019;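 active = over 50% inhibition of intestinal alkaline phosphatase at 20 µM in the single-dose screen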
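System: purified bovine intestinal alkaline phosphatase (IAP) enzyme; Input: IAP diluted 1/65,000,000 in the well; Measured by: CDP-star luminescence signal; Compound dosing: 20 µM single dose; Incubation: 30 min reaction at room temperature.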
ROMK primary: modulates human ROMK potassium channel activity; P48048; Tet-inducible ROMK, thallium flux fluorescence; actives lie on both sides; B-score at 10 µM; 130,000 compounds, 2% hits;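 active = signal ratio slope over the read window, or its plate-corrected B-score, at least 3 SD from the plate mean, either direction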;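 note: B-score of the F/F0 ratio slope over 7 to 12 s after thallium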
Target sequence (P48048 whole entry, looked up): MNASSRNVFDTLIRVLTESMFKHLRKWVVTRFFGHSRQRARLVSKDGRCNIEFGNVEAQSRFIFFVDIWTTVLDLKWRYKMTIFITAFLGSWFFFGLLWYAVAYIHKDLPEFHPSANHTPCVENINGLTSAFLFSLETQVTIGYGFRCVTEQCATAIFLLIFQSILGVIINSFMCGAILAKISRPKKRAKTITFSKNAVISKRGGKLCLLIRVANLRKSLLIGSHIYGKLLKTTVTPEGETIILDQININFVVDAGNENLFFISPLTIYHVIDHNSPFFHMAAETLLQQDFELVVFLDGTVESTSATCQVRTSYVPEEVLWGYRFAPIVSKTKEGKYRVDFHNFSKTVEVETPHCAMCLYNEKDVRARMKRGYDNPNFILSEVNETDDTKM
SRC2 TRFRET art: flags TR-FRET format artefacts in PPARgamma SRC-2 recruitment agonist screen | 200,000 compounds, 0.4% hits | AID 1049 | TR-FRET artefact counter-screen; active compounds read high | TR-FRET ratio at 8 µM; in the data active = TR-FRET ratio above about 2000; note: inactives centre near 1500; reference of the scale not given here
* marks the source's active call; other numbers are inactive results; nt = no result given. Compounds were not picked by outcome (roughly 11% active in at least one column).

SMILES | TLR4 MyD88 comp | SRC2 TRFRET art | bIAP act | PPARg SRC1 recr | L major viab | S1P3 antagonist | DTT redox prof | PPARg SRC3 recr | ROMK primary | bIAP inh | PPARg SRC-2 ag
CCN1CCN(C(=O)c2c(-c3c(F)cccc3Cl)noc2C)CC1 | 14 | 1497 | 1 | 3 | -5 | nt | 0.2 | 0 | 0.75 | 4 | 2
CCOc1ccc(NC(=S)NCC(c2cccnc2)N2CCOCC2)cc1 (stereo not given) | 0 | 1809 | 1 | 4 | 26 | 3 | 0.5 | -3 | -0.25 | -2 | 8
CCN(CC)C(=O)CSc1nc(O)cc(=O)n1CC | 13 | 1758 | 1 | 1 | -4 | -56 | 1.8 | -2 | nt | 3 | 4
COc1cc(SC)ccc1C(=O)Nc1nccs1 | -2 | 1637 | 1 | 6 | 9 | 7 | -0.4 | 4 | 0.88 | 1 | 11
OCCC1CN(Cc2cccc3c2OCO3)CCN1C1CCCC1 (stereo not given) | 4 | 1548 | 1.1 | 6 | 32 | -1 | 0.0 | 3 | 0.27 | -5 | 6
O=C(NC(NC(=S)Nc1c(Cl)cccc1Cl)C(Cl)(Cl)Cl)c1cccc([N+](=O)[O-])c1 (stereo not given) | -6 | 1711 | 1 | -4 | 39 | 5 | -0.1 | -4 | nt | 0 | -6
O=C(NN=C1CCN(Cc2ccccc2)CC1)c1ccccc1O | 13 | 1575 | 1.1 | 3 | 8 | 0 | -0.2 | 0 | 0.29 | -12 | 7
O=C(CSCc1c(F)cccc1Cl)Nc1ccccc1C(=O)N1CCOCC1 | -11 | 1650 | 1.2 | 2 | -6 | -8 | -0.8 | 6 | 0.37 | -18 | 1
COc1ccc(Cl)cc1NC(=O)c1ocnc1C | 10 | 1514 | 0.9 | 1 | 3 | nt | 0.3 | -1 | -0.35 | 7 | -6
O=C(CN1CCOCC1)Nc1ncc(Cc2ccccc2Cl)s1 | 12 | 1451 | 1.2 | 9 | -2 | nt | 2.1 | 1 | nt | -24 | 5
O=C(Nc1ccc2c(c1)OCCO2)C(=S)NCc1ccccc1 | 12 | 1515 | 1.1 | -2 | -3 | -9 | -0.3 | 1 | 0.55 | -8 | 1
O=C(COc1ccccc1Cl)N1CCN(c2ccc([N+](=O)[O-])c(N3CCOCC3)c2)CC1 | 0 | 1536 | 0.9 | 6 | 9 | nt | -1.0 | 11 | nt | 5 | 1
Cc1ccc2oc3nc(C)c(C(=O)O)cc3c(=O)c2c1 | 5 | 1289 | 1.1 | 0 | 0 | nt | 1.9 | 4 | nt | -9 | -5
CC(=O)c1ccc(-c2ccc(C(=O)N3CCN(c4ccc(F)cc4)CC3)o2)cc1 | 6 | 1590 | 0.9 | 0 | 23 | -9 | 0.2 | 5 | -0.81 | 6 | 1
CCNC(=O)CC1C(=O)N(c2ccc(F)cc2)C(=O)N1Cc1cccs1 (stereo not given) | -7 | 1650 | 1.1 | 8 | -6 | -9 | 3.9 | 3 | 0.5 | -7 | 8
CS(=O)(=O)N1CCc2cc(C(=O)Nc3ccccc3)ccc21 | -2 | 1388 | 0.9 | -1 | -4 | -5 | -0.6 | -4 | 0.085 | 10 | -4
O=C(O)/C=C/C(=O)NC1CC1 | 1 | 1498 | 1 | 2 | -2 | 9 | -0.2 | 0 | nt | -3 | 3
CN(C)CC(O)COc1cc2ccccc2cc1C(=O)N1CCCCC1 (stereo not given) | 4 | 1503 | 1.3 | 0 | 0 | 2 | -0.5 | -5 | -1.1 | -30 | 0
O=C(c1cc(Cl)ccc1[N+](=O)[O-])n1cnc2ccccc21 | 3 | 1556 | 1.1 | -4 | 55* | 1 | 0.4 | -2 | -0.5 | -8 | -12
O=C(CSc1nncs1)N1c2ccccc2Sc2ccccc21 | 5 | 1827 | 0.9 | 2 | 7 | 9 | -0.7 | -3 | nt | 6 | -1
C#CCSc1ncc(S(=O)(=O)c2ccccc2)c(=O)[nH]1 | 2 | 1658 | 0.9 | 2 | -6 | 7 | 0.1 | 5 | -0.81 | 6 | 2
CCN(CC)CCOc1cccc(C(C)C)c1 | -5 | 1498 | 0.9 | 5 | 83* | -1 | 0.0 | -4 | 0.47 | 7 | 3
O=C(O)CC(CNS(=O)(=O)c1ccccc1)c1ccccc1 (stereo not given) | 10 | 1561 | 1 | -4 | -4 | -18 | -1.1 | -3 | nt | 1 | -2
O=c1c(Cc2ccc(F)cc2)c(O)ccn1CCCN1CCOCC1 | -16 | 1642 | 1.1 | 12 | -6 | -16 | -0.4 | 0 | 0.33 | -5 | 1
O=C(c1cc(C2CC2)on1)N1CCOCC1 | nt | nt | 1 | nt | -7 | -16 | -0.7 | nt | nt | 5 | nt
O=c1c2c3c(sc2n(CCN2CCCC2)c(=O)n1Cc1ccco1)CCCCC3 | 5 | 1693 | 1 | 2 | 87* | 13 | -2.1 | 0 | nt | -2 | 9
CCOC(=O)CNC(=O)CSc1nnc(Cn2c(=O)sc3ccccc32)n1-c1ccccc1C | -3 | 1672 | 0.9 | 1 | 6 | -3 | 0.2 | 8 | -0.11 | 6 | 8
CCC(C)NC(=O)CN(c1cc(Cl)ccc1OC)S(C)(=O)=O (stereo not given) | 7 | 1439 | 1 | 3 | -6 | 19 | 0.2 | -3 | 0.4 | 1 | 5
Cn1c(SCC(=O)NCc2ccccc2)nc2c([nH]c3ccccc32)c1=O | -7 | 1475 | 0.9 | -1 | -2 | -7 | -0.5 | -2 | -0.024 | 12 | -3
OCCC1CN(Cc2cccn2-c2ncccn2)CCN1Cc1ccccc1 (stereo not given) | 5 | 1626 | 1 | 0 | -3 | -7 | 0.9 | 3 | 0.032 | 3 | 8
CCOC(=O)C1=C(C)N=C2SC(C)C(=O)N2C1c1ccc(C(=O)OC)cc1 (stereo not given) | 12 | 1517 | 0.9 | 8 | -9 | nt | 1.2 | 0 | 0.19 | 6 | 8
CCc1nnc(NC(=O)C2CCCN(c3nc(C)cc(C)n3)C2)s1 (stereo not given) | -2 | 1486 | 1 | 3 | -10 | 12 | -0.5 | -6 | nt | 0 | -5
CCOC(=O)c1c(NC(=O)CSc2nc3cc(Cl)ccc3s2)sc(C(C)=O)c1C | 6 | 1636 | 0.9 | 2 | 8 | -6 | -0.2 | 5 | -1 | 6 | 8
Cc1onc(-c2ccccc2Cl)c1C(=O)NCCN1CCOCC1 | 5 | 1459 | 0.9 | 0 | -3 | nt | 0.2 | -1 | 0.67 | 8 | 2
Cc1scc(C(=O)NCc2ccco2)c1-c1ccccc1 | 7 | 1363 | 1.1 | 5 | 0 | -17 | 0.9 | 0 | -1.7 | -14 | 7
COCC(C)NC(=O)Cc1ccc(Cl)cc1 (stereo not given) | -9 | 1688 | 0.9 | 2 | -5 | -1 | 0.5 | 0 | -0.97 | 6 | -8
CN1CC(=O)NC1=NC(=O)c1cc(F)c(F)cc1Cl | -7 | 1698 | 1 | 9 | 1 | -14 | 2.5 | -6 | nt | 2 | 3
COc1ccc(NC(=O)N(CCC(C)C)C(C)c2ccccn2)c(OC)c1 (stereo not given) | -2 | 1665 | 1 | 1 | 3 | 7 | -2.6 | 2 | nt | 1 | -1
Cc1cc(C)cc(N(C(=O)C(F)(F)F)C(C(=O)NC2CCCCC2)c2cccs2)c1 (stereo not given) | -3 | 1491 | 1 | 8 | -2 | nt | 1.5 | 0 | nt | -2 | -8
Cc1ccc(N(C(C)C(=O)Nc2ccc(S(=O)(=O)N3CCOCC3)cc2)S(C)(=O)=O)cc1 (stereo not given) | -4 | 1658 | 1 | 0 | 31 | 9 | 2.1 | -9 | nt | 2 | 0

Among those listed so far, 3 contain a furan ring, fused or not.
SMILES | TLR4 MyD88 comp | SRC2 TRFRET art | bIAP act | PPARg SRC1 recr | L major viab | S1P3 antagonist | DTT redox prof | PPARg SRC3 recr | ROMK primary | bIAP inh | PPARg SRC-2 ag
CC(=O)c1ccc(-c2ccc(C(=O)N3CCN(c4ccc(F)cc4)CC3)o2)cc1 | 6 | 1590 | 0.9 | 0 | 23 | -9 | 0.2 | 5 | -0.81 | 6 | 1
O=c1c2c3c(sc2n(CCN2CCCC2)c(=O)n1Cc1ccco1)CCCCC3 | 5 | 1693 | 1 | 2 | 87* | 13 | -2.1 | 0 | nt | -2 | 9
Cc1scc(C(=O)NCc2ccco2)c1-c1ccccc1 | 7 | 1363 | 1.1 | 5 | 0 | -17 | 0.9 | 0 | -1.7 | -14 | 7

The list goes on:
SMILES | TLR4 MyD88 comp | SRC2 TRFRET art | bIAP act | PPARg SRC1 recr | L major viab | S1P3 antagonist | DTT redox prof | PPARg SRC3 recr | ROMK primary | bIAP inh | PPARg SRC-2 ag
O=C(O)c1cc(=O)c2cc(Cl)ccc2o1 | 6 | 1474 | 1 | 0 | 0 | nt | 0.1 | -7 | 0.3 | -3 | 4
CCOC(=O)c1cccc(NC(=O)CSc2nnc(-c3ccoc3C)n2CCOC)c1 | -1 | 1385 | 1 | 2 | 4 | 26 | 2.6 | -3 | nt | 2 | 5
Cc1ccc(N2C(=O)C3C4CC(=O)C(c5ccccc54)C3C2=O)cc1 (stereo not given) | -2 | 1503 | 1 | 3 | 7 | nt | 3.4 | -8 | nt | -1 | 3
COc1cccc(N2CC(C(=O)Nc3ccc(C(=O)OC(C)C)cc3)CC2=O)c1 (stereo not given) | -7 | 1629 | 1.1 | 2 | 10 | -24 | -0.1 | 12 | nt | -12 | 4
CC1CC(C)CN(c2cc(N(C)CCO)c([N+](=O)[O-])c3nonc23)C1 (stereo not given) | -5 | 1615 | 0.7 | 8 | 6 | 10 | -0.8 | 2 | -0.32 | 32 | 0
Cc1cc(C)c2[nH]c(=O)c(CN(Cc3ccco3)C(=O)C3CCCO3)cc2c1 (stereo not given) | -2 | 1469 | 1 | 4 | 28 | -38 | 0.1 | 6 | nt | 0 | 2
CCN1CCN(CCNC(=O)c2ccc(/C=C3/Sc4ccccc4N(Cc4cccc(Cl)c4)C3=O)cc2)CC1 | -3 | 1551 | 1 | 1 | 101* | -20 | 0.6 | -1 | -1.3 | 0 | -12
CCSc1sccc1C1C(C#N)=C(N)N(c2cccnc2)C2=C1C(=O)CC(C)(C)C2 (stereo not given) | 12 | 1844 | 0.9 | 7 | 8 | 2 | -1.2 | 4 | nt | 7 | 6
Nc1nc(CSc2ccccn2)nc(Nc2ccccc2)n1 | -12 | 1539 | 0.8 | 2 | 8 | nt | 3.6 | 9 | nt | 17 | 3
CCOc1cc(NS(=O)(=O)c2ccc(OC)cc2)c(OCC)cc1NC(C)=O | 6 | 1694 | 1 | 6 | -2 | -11 | 0.1 | 8 | 0.37 | 4 | 3
CCOC(=O)NC(NC(=O)OCC)C(=O)c1ccc(F)cc1 | 6 | 1592 | 0.9 | 4 | -6 | nt | 1.5 | 0 | nt | 8 | -14
COc1cccc(C(=O)NC2CCN(CC(=O)Nc3nccs3)CC2)c1 | 2 | 1535 | 1 | 12 | 5 | nt | -1.1 | 16 | nt | 0 | 15
CC(Cl)C(=O)Nc1cc(C(C)(C)C)nn1-c1ccccc1 (stereo not given) | -14 | 1626 | 0.9 | 2 | -1 | 10 | 0.0 | 4 | 0.4 | 5 | 4

Compound activity (PubChem BioAssay)
